GASC-1 inh = blocks human GASC-1 demethylase activity; Q9H3R0; GST-JMJD2C(1-420) H3K9me3 demethylation, DELFIA europium; inhibition, % at 2.35 µM; actives 0.069% (n = 330,000); AID 2099;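 active means more than half of a compound's replicate wells show inhibition beyond 50%, single wells judged on their own value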;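 further: signal counts dimethyl H3K9 product captured on neutravidin plate; 0% = median of DMSO wells and 100% = 0.3 times that DMSO median; strong numbers were not always called active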
Target sequence (Q9H3R0 1-420 limits assumed): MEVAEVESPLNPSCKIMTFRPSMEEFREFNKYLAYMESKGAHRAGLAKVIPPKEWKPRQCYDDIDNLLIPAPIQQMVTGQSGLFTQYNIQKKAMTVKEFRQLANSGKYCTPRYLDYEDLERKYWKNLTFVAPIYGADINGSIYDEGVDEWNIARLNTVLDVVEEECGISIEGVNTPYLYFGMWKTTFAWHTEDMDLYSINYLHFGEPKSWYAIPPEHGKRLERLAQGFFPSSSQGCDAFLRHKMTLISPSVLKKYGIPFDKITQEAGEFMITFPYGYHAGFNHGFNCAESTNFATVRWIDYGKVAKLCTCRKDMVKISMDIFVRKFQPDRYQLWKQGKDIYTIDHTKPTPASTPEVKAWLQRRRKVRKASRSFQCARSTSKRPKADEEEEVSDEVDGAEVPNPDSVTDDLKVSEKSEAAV
procasp7 counter = counter-screen for procaspase-3 activators: activators of human procaspase-7; P55210; recombinant procaspase-7, Ac-DEVD-pNA absorbance 405 nm; D23A/D198A/D206A triple mutant, cannot self-cleave; scale: DMSO 0, 5 µM enzyme 100; activation, % at 8.5 µM; actives 0.093% (n = 330,000); AID 463210;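 active means percent activation above the screen-wide mean plus 3 SD, cut at about 25% in these data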
Target sequence (P55210 whole entry D23A/D198A/D206A): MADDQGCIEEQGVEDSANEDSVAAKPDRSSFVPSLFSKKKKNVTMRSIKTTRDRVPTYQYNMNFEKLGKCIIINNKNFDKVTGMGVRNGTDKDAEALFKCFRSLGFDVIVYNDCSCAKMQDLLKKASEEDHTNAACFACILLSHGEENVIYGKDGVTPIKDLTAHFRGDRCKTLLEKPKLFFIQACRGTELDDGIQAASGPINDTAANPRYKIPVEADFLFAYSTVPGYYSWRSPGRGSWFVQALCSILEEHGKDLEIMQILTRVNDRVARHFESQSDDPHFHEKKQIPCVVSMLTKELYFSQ
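Assay system: Uncleavable procaspase-7 mutant enzyme | Input: 2 µM procaspase-7 mutant as dispensed | Timing: 1 h compound preincubation, 2 h substrate cleavage, 25 °C | Repeats: One well per compound | Control set: DMSO wells as 0%, DMSO with 5 µM added PC-7 as 100% | Technique: Epi-absorbance of released pNA at 405 nm, two timepoints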
RPL19A-GFP yeast = modulators of TOR pathway RPL19A-GFP in S. cerevisiae; S. cerevisiae RPL19A-GFP strain, flow cytometry, 3 h; stronger effect = lower value; percent response vs DMSO, % at 10 µM; actives 0.3% (n = 330,000); AID 2025;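 active means percent response vs DMSO below 50%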;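 further: median channel GFP fluorescence of the barcoded RPL19A-GFP strain; ratio of sample median GFP to plate DMSO average so 100% = DMSO; lower means less RPL19A-GFP as with rapamycin TOR inhibition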
procasp3 activ = procaspase-3 (human) activation; activation, % at 8.5 µM; actives 0.11% (n = 330,000); recombinant procaspase-3 D3A, Ac-DEVD-pNA absorbance 405 nm; AID 463141;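 active means activation above the mean of all tested compounds plus 3 SD, cut at about 21% in these data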;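 further: 0% = DMSO alone and 100% = DMSO wells spiked with extra 5 µM PC-3 D3A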
Target sequence (P42574 whole entry D9A/D28A/D175A): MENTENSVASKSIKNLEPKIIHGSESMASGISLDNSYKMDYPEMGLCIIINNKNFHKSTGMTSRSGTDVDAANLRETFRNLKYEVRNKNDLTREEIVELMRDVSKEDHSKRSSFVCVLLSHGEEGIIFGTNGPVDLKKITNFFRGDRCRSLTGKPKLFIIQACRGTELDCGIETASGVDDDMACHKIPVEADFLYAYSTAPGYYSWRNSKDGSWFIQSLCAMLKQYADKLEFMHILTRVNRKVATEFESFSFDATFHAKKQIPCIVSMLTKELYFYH
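System: Procaspase-3 D3A mutant. Medium: Zinc-free 300 mM NaCl, 50 mM HEPES, 0.01% Triton X-100. Schedule: 1 h preincubation plus 2 h reaction at 25 °C. Measured by: 405 nm absorbance of p-nitroaniline, reads at 0 and 120 min. Read-out: percent activation relative to control range.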
MEP2 TOR yeast = modulators of TOR pathway MEP2-GFP in S. cerevisiae; S. cerevisiae MEP2-GFP strain, flow cytometry GFP, 3 h; 100% = DMSO control level; GFP response vs DMSO, % at 10 µM; actives 0.51% (n = 330,000);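 active means GFP response versus DMSO above a set limit, roughly screen mean plus 3 SD, cut at about 180% in these data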;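 further: median GFP fluorescence of the barcode-gated MEP2-GFP cells per well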
Yeast superoxide = lowers age-related superoxide in aged yeast cells. AID 2690. superoxide response (% of plate mean), % at 10 µM. actives 0.18% (n = 330,000). S. cerevisiae aged cells, superoxide DHE fluorescence; stronger effect = lower value;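 active means superoxide response under a set limit, about three screen SD below normal, cut at about 65% in these data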;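 further: yeast aged for seven days with compound at 30 °C before DHE staining; 100% = average MFI of all compound-treated wells on the plate with controls excluded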
LAP4 TOR yeast = alters LAP4-GFP fluorescence in TOR pathway yeast screen | GFP response vs DMSO, % at 10 µM | S. cerevisiae LAP4-GFP multiplex, flow cytometry GFP, 3 h; median GFP as percent of DMSO wells | AID 2023 | actives 0.34% (n = 320,000);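 active means GFP response vs DMSO above a set limit, about the screen mean plus 3 SD, cut at about 150% in these data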
AHR activator = activators of human aryl hydrocarbon receptor | P35869 | AHR-responsive luciferase reporter cells, luminescence | activation, % at 5 µM | actives 2.5% (n = 320,000) | AID 2796; in the data active means activation above about 47%;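 further: 0% = vehicle wells and 100% = reference agonist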
* = called active by the depositor; . = not tested or not shown; & = joins results of further samples; [ ] = remark or other dose.

1) Cc1cccc(NC(=O)C2CCCN2/C=C/C(=O)C(F)(F)F)c1C (stereo unspecified)
2) Cc1ccc(S(=O)(=O)c2ccc(Cl)cc2)cc1S(N)(=O)=O
3) O=C(Nc1c(-c2ccccc2)nc2ccccn12)c1cccc(F)c1
4) Cc1ccc(NC(=O)COC(=O)C2(c3ccc(Cl)cc3)CCCC2)cc1
5) Cc1ccc(OCC(O)CN2CCOCC2)c(C)c1 (stereo unspecified)
Screen / compound no.,1,2,3,4,5
GASC-1 inh,2,6,0,-4,-3
procasp7 counter,9,-18,1,12,6
RPL19A-GFP yeast,87,100,106,92,104
procasp3 activ,7,9,0,-6,-5
MEP2 TOR yeast,103,105,105,94,102
Yeast superoxide,97,94,101,114,103
LAP4 TOR yeast,116,91,99,86,100
AHR activator,1,0,1,3,3

6) O=C(CCC(=O)N(CC(=O)NC1CCCCC1)c1ccccc1F)Nc1nccs1
7) CSc1ccc(CNc2cccc3ccccc23)cc1
8) Cc1ccc(C)c(C2=CSC3=NCCN23)c1
9) O=C(COc1cc(Cl)c(Cl)cc1Cl)NC(=O)NC1CCCC1
10) Cc1ccc(Cl)cc1N1CCN(C(c2cccnc2)c2nnnn2C2CCCCC2)CC1 (stereo unspecified)
Screen / compound no.,6,7,8,9,10
GASC-1 inh,3,5,8,30,-7
procasp7 counter,-7,9,-14,4,-3
RPL19A-GFP yeast,103,104,97,103,100
procasp3 activ,3,-5,5,3,6
MEP2 TOR yeast,101,110,100,106,112
Yeast superoxide,105,100,95,281,88
LAP4 TOR yeast,94,102,100,97,101
AHR activator,-2,26,12,0,1

11) CC(C)(C)c1ccc(C(=O)N2CCC3(CC2)NCCc2[nH]cnc23)cc1
12) CCc1ccc(N/C(=N/c2nc(C)cc(C)n2)NC(C)=O)cc1
13) O=C(NCC1CCN(c2ccc(S(=O)(=O)N3CCOCC3)cc2)CC1)Nc1ccccc1
14) CCn1c(=O)c([N+](=O)[O-])c(N2CCOCC2)c2ccccc21
15) Cc1ncc(CN2CCN(Cc3ccc(F)cc3)C(CCO)C2)s1 (stereo unspecified)
Screen / compound no.,11,12,13,14,15
GASC-1 inh,0,1,-10,-9,8
procasp7 counter,6,-7,-5,12,-5
RPL19A-GFP yeast,100,101,109,92,97
procasp3 activ,-1,-9,-9,1,3
MEP2 TOR yeast,107,107,96,107,101
Yeast superoxide,96,66,105,113,86
LAP4 TOR yeast,99,94,86,121,98
AHR activator,2,11,4,-1,1

16) CCN(CC)S(=O)(=O)c1ccc(N=N/C(C(C)=O)=C(/C)O)cc1
17) Cc1ccc(Nc2c(N)c(=O)oc3ccccc23)cc1
18) COc1ccc(-c2c(C)n([O-])c(C)c(C)[n+]2=O)cc1
19) CCOc1ccc(CCNC(=O)CCc2nnc3ccc(N4CCCC4)nn23)cc1OCC
20) CCCNC(=O)C(Cc1cccc(OC)c1)NC(=O)c1ccc(C(C)(C)C)cc1 (stereo unspecified)
Screen / compound no.,16,17,18,19,20
GASC-1 inh,-4,4,7,-9,-2
procasp7 counter,-1,3,1,3,14
RPL19A-GFP yeast,96,93,101,101,94
procasp3 activ,-11,0,5,4,10
MEP2 TOR yeast,98,98,101,98,95
Yeast superoxide,92,96,92,81,92
LAP4 TOR yeast,98,112,102,104,104
AHR activator,-1,29,4,0,2

21) O=C(c1ccc(S(=O)(=O)Nc2ccccc2F)cc1)N1CCC1
22) COc1cc2c(cc1OC)C(C)N(C(=O)Cc1ccc(C(F)(F)F)cc1)CC2 (stereo unspecified)
23) NC(=NC(=O)c1ccc(OCC(F)(F)F)nc1)c1ccc(Cl)cc1
24) CCCC(Oc1ccc(Br)cc1)c1nc2c3cc(OC)c(OC)cc3nc(=S)n2[nH]1 (stereo unspecified)
25) NC(=O)NC(=O)CSc1nnc(-c2ccco2)n1Cc1ccccc1
Screen / compound no.,21,22,23,24,25
GASC-1 inh,-1,-13,50,7,50*
procasp7 counter,4,4,-2,15,-3
RPL19A-GFP yeast,98,103,99,109,104
procasp3 activ,3,3,7,0,3
MEP2 TOR yeast,97,103,102,111,98
Yeast superoxide,99,98,89,83,111
LAP4 TOR yeast,98,96,108,92,96
AHR activator,1,2,6,39,2

26) COc1ccc(-c2c(C(F)(F)F)oc3c(CN4CCN(C)CC4)c(O)ccc3c2=O)cc1
27) Cc1ccccc1OCC(=O)Nc1ccccc1C(=O)N1CCCCC1
28) Cc1ccc(-n2cccn2)c(CN2CCCC(C(=O)c3ccc4c(c3)OCO4)C2)c1 (stereo unspecified)
29) COCCOC(=O)c1nccnc1C(=O)Nc1ccc(S(=O)(=O)N2CCOCC2)cc1
30) S=c1[nH]cnc2sc(Nc3ccccc3)nc12
Screen / compound no.,26,27,28,29,30
GASC-1 inh,-14&1,14,-7,2,1
procasp7 counter,-4,1,5,8,.
RPL19A-GFP yeast,96,107,94,96,100
procasp3 activ,-5,2,0,-1,.
MEP2 TOR yeast,105,91,96,94,100
Yeast superoxide,93,103,102,107,101
LAP4 TOR yeast,99,80,101,103,85
AHR activator,1,3,20,-3,.

31) CC(C)C(=O)Nc1cccc(NC(=O)c2cccc(F)c2)c1
32) c1ccc2c(NCC3CCCO3)nc(N3CCOCC3)nc2c1 (stereo unspecified)
33) CCCCCC(=O)Nc1ccc(Cc2ccncc2)cc1
34) COCCNC(=O)C(c1ccc(C)o1)N(Cc1cccs1)C(=O)c1snc(C(N)=O)c1N (stereo unspecified)
35) O=C(CSc1ccccc1)NCC(c1ccco1)N1CCCCC1 (stereo unspecified)
Screen / compound no.,31,32,33,34,35
GASC-1 inh,18,4,1,23&11,.
procasp7 counter,-10,-6,0,-5,0
RPL19A-GFP yeast,98,22*[may fluoresce violet],104,98,94
procasp3 activ,12,4,6,5,-5
MEP2 TOR yeast,98,237*[may fluoresce violet],111,103,100
Yeast superoxide,83,93,91,92,82
LAP4 TOR yeast,99,78[may fluoresce violet],103,103,96
AHR activator,19,1,2,-2,2

Of the compounds above, three contain two or more sulfur atoms:
2) Cc1ccc(S(=O)(=O)c2ccc(Cl)cc2)cc1S(N)(=O)=O
30) S=c1[nH]cnc2sc(Nc3ccccc3)nc12
34) COCCNC(=O)C(c1ccc(C)o1)N(Cc1cccs1)C(=O)c1snc(C(N)=O)c1N (stereo unspecified)
Screen / compound no.,2,30,34
GASC-1 inh,6,1,23&11
procasp7 counter,-18,.,-5
RPL19A-GFP yeast,100,100,98
procasp3 activ,9,.,5
MEP2 TOR yeast,105,100,103
Yeast superoxide,94,101,92
LAP4 TOR yeast,91,85,103
AHR activator,0,.,-2

Next part.
36) CN(C(=O)C1CCCO1)c1nnc(-c2ccccn2)s1 (stereo unspecified)
37) CC(C)n1c(Oc2ccc(F)cc2)nc2c1c(=O)n(C)c(=O)n2C
38) Cc1cccc(NS(=O)(=O)c2ccc(-c3cnc(C4CC4)o3)cc2)c1
39) COC(=O)c1ccc(CSc2nnc(NC(=O)C3CC(=O)N(c4ccc5c(c4)OCCO5)C3)s2)cc1 (stereo unspecified)
40) COc1ccc(CCNC(=O)C(=O)NCC2OCCN2S(=O)(=O)c2ccc(OC)c(OC)c2)cc1 (stereo unspecified)
Screen / compound no.,36,37,38,39,40
GASC-1 inh,-6,11,-13,11,-3
procasp7 counter,11,0,-1,-2,4
RPL19A-GFP yeast,99,100,109,109,107
procasp3 activ,-8,-6,8,2,4
MEP2 TOR yeast,97,102,115,109,107
Yeast superoxide,92,102,103,103,86
LAP4 TOR yeast,100,95,104,111,112
AHR activator,-6,4,3,2,1

41) CC[C@H]1C/C=C\Cc2ccccc2[C@@H](C(=O)C[C@@H](O)CC(C)=O)OC1=O
42) CCOC(=O)/C=C/C(=O)Nc1ccc(S(=O)(=O)N2CCCCCC2)cc1
43) COc1ccc(N(CCOc2ccccc2)S(=O)(=O)c2ccccc2)cc1
44) COc1ccc(-c2nnn(CC(=O)N(CC(=O)NC3CCCC3)c3ccccc3)n2)cc1OC
45) COc1cccc(/C=C/C(=O)Nc2ccc3[nH]c(=O)[nH]c3c2)c1
Screen / compound no.,41,42,43,44,45
GASC-1 inh,20,1,-6,-22,-1
procasp7 counter,-2,-1,-7,1,1
RPL19A-GFP yeast,90,99,96,96,96
procasp3 activ,-7,2,3,0,8
MEP2 TOR yeast,87,97,85,99,104
Yeast superoxide,114,77,88,92,91
LAP4 TOR yeast,81,112,83,100,109
AHR activator,-1,-2,1,1,10

Sorted by value in LAP4 TOR yeast (largest number first): some entries from above
entry	mol	LAP4 TOR yeast
45	COc1cccc(/C=C/C(=O)Nc2ccc3[nH]c(=O)[nH]c3c2)c1	109
44	COc1ccc(-c2nnn(CC(=O)N(CC(=O)NC3CCCC3)c3ccccc3)n2)cc1OC	100
43	COc1ccc(N(CCOc2ccccc2)S(=O)(=O)c2ccccc2)cc1	83

Going on with the list.
46) OC(COCc1cccs1)CN1CCN(c2ccccc2Cl)CC1 (stereo unspecified)
47) COC(=O)C1=NN(c2cccc3ccccc23)C2C(=O)N(c3ccccc3OC)C(=O)C12 (stereo unspecified)
48) COC(=O)Cn1c(C)nc2c(sc3nc(C)cc(C)c32)c1=O
49) Cc1nc([N+](=O)[O-])cn1C(C)C
50) COC(=O)C1(C(=O)OC)Sc2ccccc2C1=O
Screen / compound no.,46,47,48,49,50
GASC-1 inh,-14,-2,-1,1,-2
procasp7 counter,8,7,12,0,-8
RPL19A-GFP yeast,105,96,99,99,110
procasp3 activ,8,6,-4,-2,0
MEP2 TOR yeast,107,112,97,99,90
Yeast superoxide,103,114,91,112,105
LAP4 TOR yeast,88,109,88,109,84
AHR activator,18,6,18,2,2

51) O=c1oc2ccccc2cc1-c1nc2ccccc2o1
52) COC(=O)C1Cc2ccccc2CN1C(=O)CCl (stereo unspecified)
53) O=C1CN(c2nc(-c3cccnc3)nc3scc(-c4ccccc4)c23)CCN1
54) C/C=C(/C)C(=O)Nc1cccc(C2=NOC3(C2)C[C@H](C(N)=O)N(C(=O)c2ccc(Cl)cc2)C3)c1 (stereo partly specified)
Screen / compound no.,51,52,53,54
GASC-1 inh,5,-26,-3,.
procasp7 counter,2,-5,-7,2
RPL19A-GFP yeast,79,96,101,103
procasp3 activ,1,6,1,9
MEP2 TOR yeast,107,103,100,92
Yeast superoxide,111,109,106,100
LAP4 TOR yeast,114,95,104,121
AHR activator,16,1,28,1

Screens: PubChem BioAssay, several laboratories

Random draw from the library. Share with any hit: about 3.8%.
